12-LOX inh: ALOX12 (human) lipoxygenase inhibition; purified 12hLO, xylenol orange hydroperoxide absorbance; Potency, µM (doses to about 108 µM), without a hit: top-dose activity change, negative = inhibition, usual class: inhibitors; 580,000 compounds, 1.1% hits; active = well fitted inhibition curve with a large enough effect; inconclusive = small, poorly fitted or top-dose-only effect, or another doubt; inactive = no such curve, though single readings can be large or run the other way
Target sequence (P18054 whole entry, looked up): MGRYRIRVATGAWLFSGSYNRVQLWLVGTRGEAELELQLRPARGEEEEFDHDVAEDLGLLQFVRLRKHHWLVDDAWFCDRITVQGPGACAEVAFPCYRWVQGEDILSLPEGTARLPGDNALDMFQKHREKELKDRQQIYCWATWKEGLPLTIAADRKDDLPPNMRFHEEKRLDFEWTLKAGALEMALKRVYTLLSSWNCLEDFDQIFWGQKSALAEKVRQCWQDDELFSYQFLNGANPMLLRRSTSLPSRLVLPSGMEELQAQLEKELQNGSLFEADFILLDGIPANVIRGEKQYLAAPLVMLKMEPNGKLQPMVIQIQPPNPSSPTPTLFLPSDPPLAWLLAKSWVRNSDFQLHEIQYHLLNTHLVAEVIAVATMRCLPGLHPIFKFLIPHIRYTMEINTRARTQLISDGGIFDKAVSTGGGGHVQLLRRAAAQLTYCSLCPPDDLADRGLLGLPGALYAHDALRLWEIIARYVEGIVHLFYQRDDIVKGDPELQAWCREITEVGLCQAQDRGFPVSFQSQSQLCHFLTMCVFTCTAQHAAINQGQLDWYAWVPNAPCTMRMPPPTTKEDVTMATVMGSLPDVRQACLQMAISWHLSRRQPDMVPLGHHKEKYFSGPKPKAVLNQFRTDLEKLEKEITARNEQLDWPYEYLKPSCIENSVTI
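Hydroperoxide product was detected by ferrous iron/xylenol orange as the 573 to 405 nm absorbance ratio. Arachidonic acid at 40 uM (final) was turned over for 30 min at room temperature by 150 nM human 12hLO, pH 7.0 Hepes buffer, after 15 min compound preincubation.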
Numbers without * were called inactive; ? = inconclusive; [ ] = dose if it differs, or a comment. % is set by controls: 0 for no effect and ±100 for the full control effect; potency is the fitted concentration of half-maximal effect. Not all compounds are listed. The share of hits here may be higher or lower than overall.

SMILES	12-LOX inh
COCC(=O)N[C@H]1CO[C@H]2[C@@H]1OC[C@@H]2Nc1nccc(C(C)(C)C)n1	18%[176 µM]
C[S+](=O)([O-])N1C[C@H](C(=O)Nc2ccccc2)C[C@@H]1c1ccc(F)cc1	-17%[176 µM]
CCN(CCN1CCCC1)C(=O)C1CCC(=O)N(Cc2ccccc2F)C1 (stereo not drawn)	42%[activator]
O=C(c1c(OCC2CC2)cc(=O)n2c1CCOCC2)N1CCCCC1	22%
Cc1nn2c(c1-c1ccccc1C(C)C)N(C(=O)Cc1ccc(O)cc1)CCC2	1%[176 µM]
O=C(c1nc2c(o1)CCN(Cc1cc(F)ccc1F)CC2)N1CCOCC1	15%[176 µM]
O=C(O)c1cc2cccc(Cl)c2[nH]1	0%
C#CCNC(=O)c1nc(-c2cccc(C(F)(F)F)c2)c2ccccn12	?
COc1ccccc1OC(C)C(=O)c1cccc(Cl)c1 (stereo not drawn)	4%
Cc1ccc(CNC(=O)NCC(=O)N2CCN(S(=O)(=O)c3ccc(Cl)c(Cl)c3)CC2)cc1	?
COc1ccccc1NC(=O)c1ccc2c(c1)NC(=O)CS2	-24%
COCCOC1CCOC2(CCN(C(=O)c3cc(F)ccc3F)CC2)C1 (stereo not drawn)	6%
Cc1ccc(Cl)cc1NC(=O)N1CCC(Oc2ncccc2C(=O)N2CCOCC2)C1 (stereo not drawn)	-14%
OC1CCOC2(CCN(Cc3ccc(Br)o3)CC2)C1 (stereo not drawn)	46%[activator]
O=C(OCC(=O)N1CCOCC1)C1=NN(c2ccccc2)C(=O)CC1	?
CN(Cc1ccc(C(F)(F)F)cc1)C(=O)c1cc(C2CC2)nc2ccccc12	?
c1ncnc(NCC2(N3CCOCC3)CCCCCC2)n1	-21%
CCOc1ccc(C(=O)N2CC(c3nnc(-c4ccc(C)cc4)o3)C3(CCOCC3)C2)cc1 (stereo not drawn)	-3%
CN(C)c1ccc(CN2CC(Oc3ccc(F)c(F)c3)C2)cc1	0%[6.33 µM]
O=C(Nc1cccc(C(F)(F)F)c1)c1nc2c(o1)CCN(Cc1ccc(F)cc1)CC2	?
CC(C)C(=O)N1CCCC(CN2CCOCC2)CC1 (stereo not drawn)	11%
Cc1cc(C)c(NC(=O)Cn2nnc(-c3nc(-c4ccc(F)cc4)no3)c2N)c(C)c1	8%
CCOC(=O)c1c(C)c(-c2ccccc2)n(CC(=O)Nc2ccc(OC)cc2OC)c1C	-1%
CCC(=O)N1CCc2ccc(C(=O)NC3CCCCC3)cc21	14%
Cc1cc(C(=O)Nc2ccc([C@H]3OCC(=O)N(CC(=O)N(C)C)[C@@H]3CO)cc2)n(C)n1	0%[176 µM]
COC(=O)Nc1cc(C(=O)OC)cc(C(=O)OC)c1	-11%
CC(=O)Nc1ccc(CN2CCN3C(=O)N(Cc4ccc(C)cc4)C[C@H]3C2)cc1	17%[176 µM]
COC[C@@H]1CN(C(=O)c2cccc(C#N)c2)C[C@H]1c1nc(C2CC2)no1	34%
CCc1ccc(-c2nc(CSCC(=O)NCCCOC)c(C)o2)cc1	37%
CCc1sc(C(=O)NC(C)CC)cc1C (stereo not drawn)	11%

2 of these compounds in another layout:
COC[C@@H]1CN(C(=O)c2cccc(C#N)c2)C[C@H]1c1nc(C2CC2)no1
  12-LOX inh = 34%
CCc1ccc(-c2nc(CSCC(=O)NCCCOC)c(C)o2)cc1
  12-LOX inh = 37%

More entries
SMILES	12-LOX inh
O=C(NCCCN1CCCC1)c1ccc(-c2ccccc2)cc1	?
CCN(CC)S(=O)(=O)c1cccc(NC(=S)Nc2cc(C)ccc2C)c1	?
Cc1cc(C)c(C)c(SC(C)C(=O)NC2CCCC2)c1C (stereo not drawn)	?
CC(C)Oc1ccc(Nc2cc3c(cn2)cc(-c2cnn(C)c2)n3C)cc1	?
C/C(=N\O)c1cccc(-n2cccc2)c1	?
CN(Cc1ccnn1C)C1CCOc2ccccc21 (stereo not drawn)	34%[activator][176 µM]
COc1ccc(CN2Cc3[nH]nc(-c4ccccc4OC)c3CC2=O)cc1	2%[176 µM]
O=C(NC1CCCCCC1)c1cccc(Oc2ccccc2)c1	3%
CCCCNC(=O)C1CCCN(C2CCN(C3Cc4ccccc4C3)CC2)C1 (stereo not drawn)	23%
C=CCNC(=O)C(NC(=O)c1ccc(OC)cc1)C1CCN(C(=O)c2cccc(OC)c2)CC1 (stereo not drawn)	47%[activator]
COc1cccc(CC(=O)N2CCC(N3CC(OCC4CC4)C34CCOCC4)CC2)c1 (stereo not drawn)	33%[activator]
COCCn1c(C)cnc1CCNC(=O)c1ccc(OC)nc1	53%[activator]
Cc1c(C(=O)c2ccc[nH]2)oc2ccc(Br)cc12	8%
O=C(Nc1ccc(Cl)cc1)N[C@H]1CO[C@H]2[C@@H]1OC[C@H]2O	-21%[176 µM]
COCCn1c(C)cc(C(=O)C(=O)Nc2nnc(COc3cc(C)cc(C)c3)s2)c1C	13%
CC(C)NC(=O)C(C)Sc1ncc(-c2ccc(F)cc2)o1 (stereo not drawn)	-2%
COc1cccc(C(=O)CC2c3c(c(Br)c4c(c3OC)OCO4)CCN2C)c1 (stereo not drawn)	-3%
CCSc1nc2n(n1)C(c1cccs1)C1=C(CCCC1=O)N2 (stereo not drawn)	-11%
COCCCNc1ccc2nnc(-c3ccc(F)cn3)n2n1	-7%[176 µM]
COc1cc(=O)n2c(c1C(=O)Nc1cccc(Br)c1)CCCC2	42%
Cn1c(=O)c2c(ncn2CCC(=O)Nc2ccc(F)cc2)n(C)c1=O	-38%
O=C(NC1CC1)c1ccc2nnc(-c3cccnc3)n2c1	-1%[12.5 µM]
C[S+](=O)([O-])N1CC2(CCN(C(=O)CCC(=O)O)C2)Cc2ccccc21 (stereo not drawn)	?
CCn1c(C2CCCN(C(=O)NCC(C)C)C2)nn(C)c1=O (stereo not drawn)	4%
COC(=O)c1cc2c(c3c4cc(C)ccc4n(S(=O)(=O)c4cccc(C)c4)c13)C(=O)N(Cc1ccccc1OC)C2	-15%
COCCO[C@H]1C(=O)N(C2CCN(S(=O)(=O)C(C)C)CC2)[C@H]1c1ccncc1	28%
COc1ccc2c3c([nH]c2c1)[C@@H](CO)N(C(=O)C1CC1)CC31CCN(Cc2nccs2)CC1	?
c1ccc2c(Cc3nnc([C@H]4CCN(C5CCCCC5)C4)o3)c[nH]c2c1	67%[activator][176 µM]
Cc1nc(-c2c3n(c(=O)n(CC(=O)NCc4ccc(F)cc4)c2=O)CCCCC3)no1	?
COc1ccccc1C(=O)N1CCN(C(=O)c2nnn3c2COC(c2ccccc2)C3)CC1 (stereo not drawn)	-7%
O=C(NCc1ccco1)c1ccc(C#Cc2ccccc2)cc1	-12%
Cn1ncc(N2CCC(NC(=O)Cc3cccc(F)c3)CC2)cc1=O	35%
CC(Sc1cc(F)ccc1F)C(N)=O (stereo not drawn)	-19%
Cc1cc(Nc2cccc(Cl)c2)nc2ccc(NC(=O)C3CCCCC3)cc12	?
Cc1ccc2nc(/C(C#N)=C/c3ccccc3OCc3ccc(Cl)cc3Cl)[nH]c2c1	39%[activator]
C=C(C)CN(CC)C(=O)Cc1cccs1	-32%
CC(OC(=O)c1nn(-c2ccccc2)c(=O)c2ccccc12)C(=O)N1CCCCCC1 (stereo not drawn)	?
Cc1ccc(NS(=O)(=O)c2cccc(Cl)c2Cl)cc1S(=O)(=O)N(C)C	2%
Cc1ccc(NS(=O)(=O)c2ccccc2)c(=O)n1CC(=O)N1CCN(CC(C)C)CC1	?
COCCNC(=O)[C@@H]1C[C@H](Oc2ccccc2)CN1C(=O)c1ccncc1	25%
COc1ccc(C(=O)Oc2ccc(/C=C(\C#N)c3nc4ccccc4[nH]3)cc2)cc1	6%
Cc1ccc(C(CNC(=O)c2cc(=O)c3cc(Br)ccc3o2)N2CCCCC2)o1 (stereo not drawn)	-24%
CN1CCCCCCN(C(=O)c2ccccn2)[C@H]2CCC[C@H]2C1=O	36%[activator]
O=C1CCCCCCCC(=O)OCCCCCCO1	-3%
O=C(CCc1nc2ccccc2[nH]c1=O)OCc1cccc(Cl)c1	?
CN(CC1CCOCC1)C(=O)Nc1ccc(F)c(Cl)c1	26%
Cc1ccc(CN(C(=O)c2ccco2)c2ccc(CC(=O)N(C)Cc3ccccc3)cc2)cc1	?
CC(=O)Nc1ccccc1-c1nc(CNC(=O)c2cccc(-n3cccn3)c2)c(C)o1	14%
Cn1cccc1CN1CCC2(CC1)COc1ccccc1NC2=O	10%[176 µM]
CCn1nc(C(=O)Nc2nc(-c3ccc(NC(C)=O)cc3)cs2)c2ccccc2c1=O	28%

New compounds follow:
SMILES	12-LOX inh
Cc1ccc(CN2C(=O)NC3(CCCN(C(=O)c4cc(C)cc(C)c4)C3)C2=O)cc1 (stereo not drawn)	0%
CCNC(=O)C1C(c2cccc(NC(=O)c3ccccc3)c2)OC(=O)N1Cc1ccc(F)cc1 (stereo not drawn)	31%[activator]
CCOc1ccccc1Oc1c(C)oc2cc(OC(=O)C(C)C)ccc2c1=O	35%[activator]
CC(=O)N(CCC1(C(C)C)CCOC(C)(C)C1)Cc1ccccc1 (stereo not drawn)	1%
O=C(NCC1CC1)c1ccc(F)cc1	2%
CCCCN(C)Cc1cc(=O)oc2cc(C)c(O)cc12	-21%
CC(C)CNCc1ccc(-c2ccccc2Cl)o1	-2%
Cc1ccccc1NC(=O)CNc1nc(Nc2ccccc2)nc(Nc2ccccc2)n1	16µM*
CC(=O)c1cccc(NC(=O)c2cc3c(n2C)CCN(Cc2cccc(F)c2)C3)c1	8%
Cc1ccc(C)c(-n2nnnc2SCC(=O)c2ccc(Cl)s2)c1	21%

7 of the entries above in order of the 12-LOX inh value, descending:
SMILES | 12-LOX inh
Cc1ccc(C)c(-n2nnnc2SCC(=O)c2ccc(Cl)s2)c1 | 21%
CC(=O)c1cccc(NC(=O)c2cc3c(n2C)CCN(Cc2cccc(F)c2)C3)c1 | 8%
O=C(NCC1CC1)c1ccc(F)cc1 | 2%
CC(=O)N(CCC1(C(C)C)CCOC(C)(C)C1)Cc1ccccc1 (stereo not drawn) | 1%
Cc1ccc(CN2C(=O)NC3(CCCN(C(=O)c4cc(C)cc(C)c4)C3)C2=O)cc1 (stereo not drawn) | 0%
CC(C)CNCc1ccc(-c2ccccc2Cl)o1 | -2%
CCCCN(C)Cc1cc(=O)oc2cc(C)c(O)cc12 | -21%

Following part:
SMILES	12-LOX inh
O=C(Cc1ccc(F)cc1)N1C[C@@H](CO)[C@H](c2ccccn2)C1	42%[activator]
CNC(=O)[C@@H]1CN(C(=O)Cc2ccc(OC)c(Cl)c2)C[C@H]1COC	26%
COC(=O)c1ccc(C)c(NC(=O)C2CCCN(S(=O)(=O)Cc3ccc(F)cc3)C2)c1 (stereo not drawn)	-79%
C=CCOC(=O)COc1ccc2c(=O)c(Oc3ccccc3Br)coc2c1	-10%
C=C(C)CN(CC)C(=O)/C=C/c1csc(C)n1	7%
Cc1noc(C)c1C(=O)N1CCCC(c2nnc3n2CCNC3)C1 (stereo not drawn)	4%[6.33 µM]
CNS(=O)(=O)c1cccc(C(=O)N2CCCC2c2ccco2)c1 (stereo not drawn)	-4%
O=C(NCCc1nc2ccccc2[nH]1)c1ccc(N2CCCN(Cc3ccc(F)cc3)C2=O)cc1	3%
Cc1ccc(CNc2nc3c(c(=O)n(C)c(=O)n3C)n2Cc2cccc3ccccc23)cc1	28%
COc1cc(NC(=O)c2ccc3c(c2)N(C)C2CCCCCN2C3=O)cc(OC)c1OC (stereo not drawn)	4%
COc1ccc(C(=O)N2CCC3(CC2)N=C(c2ccccc2)NO3)cc1	28%
C=CCNC(=O)N[C@H]1C[C@H]2C(=O)Nc3ccc(-c4cccs4)cc3C(=O)N2C1	0%[176 µM]
CN1CCCCCCN(S(=O)(=O)c2cccs2)CCC1=O	-4%
COc1ccc(CNC(=O)N2CCC(N3CC4CC(C3)[C@H]3CCCC(=O)N3C4)CC2)cc1 (stereo partly drawn)	-2%
Cn1nc(C2CCCN(C(=O)Cc3ccsc3)C2)n(C2CCCC2)c1=O (stereo not drawn)	-9%
Cc1nc2cc(NC(=O)[C@@H]3C[C@@H](Sc4ccccn4)CN3Cc3ccccc3C)ccc2s1	-5%
O=C(Nc1ccccn1)c1cnc2ccccc2n1	90%[activator]
CCOc1cc(C#N)ccc1OC(=O)c1ccccc1OC	4%
CC(Sc1ccccc1Cl)C(=O)NCCC(=O)N1CCCCC1 (stereo not drawn)	31%[activator]
COc1cccc(-c2nc(N3CCCCC3)ncc2C(=O)O)c1	11%
COCC(=O)NC[C@H]1OC[C@@H](NCC(C)(C)C)[C@@H]1O	11%[176 µM]
O=C(NC12CC3CC(CC(C3)C1)C2)c1ccc2c(c1)CCC2	-1%
Cc1nn(C)cc1C(=O)N1C[C@@H](CO)[C@H](c2ccncc2)C1	50µM*
O=C1NC2(CCN([S+](=O)([O-])c3ccccc3)C2)OCc2ccccc21 (stereo not drawn)	9%
Clc1cccc(-n2ncc3c(NC4CCCC4)ncnc32)c1	-22%
O=C(c1ccc(N2CC3CC(C2)[C@H]2CCCC(=O)N2C3)nc1)N1CC=C(c2ccccc2)CC1 (stereo partly drawn)	22%
CCn1ccc(C(=O)N2CCCN(S(=O)(=O)c3ccccc3)CCC(=O)NCC2)n1	50%[activator]
CC(C)NC(=O)[C@H]1O[C@H](CCN2CCN(c3ccc(F)cc3)CC2)CC[C@@H]1O	35%[176 µM]

Bioassay records: PubChem BioAssay, National Center for Advancing Translational Sciences (NCATS)
